# PRMT1 FP inh: PRMT1 (human) inhibition, primary screen. recombinant PRMT1, activity-based probe fluorescence polarization. inhibition, % at 2.79 µM. actives 1.3% (n = 370,000). AID 652257;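 active = inhibition above about 21% made by adding two undisclosed values, limit read from the data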
# Target sequence (Q99873 whole entry, looked up): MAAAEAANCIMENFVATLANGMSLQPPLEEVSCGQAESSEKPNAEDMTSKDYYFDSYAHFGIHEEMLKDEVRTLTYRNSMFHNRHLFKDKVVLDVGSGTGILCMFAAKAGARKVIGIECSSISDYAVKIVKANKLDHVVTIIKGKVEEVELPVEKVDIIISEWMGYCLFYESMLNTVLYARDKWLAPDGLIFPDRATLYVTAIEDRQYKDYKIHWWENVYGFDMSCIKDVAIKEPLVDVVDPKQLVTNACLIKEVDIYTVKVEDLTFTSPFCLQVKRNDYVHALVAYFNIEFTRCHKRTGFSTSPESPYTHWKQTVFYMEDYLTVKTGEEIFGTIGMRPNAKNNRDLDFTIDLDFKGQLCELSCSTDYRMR
# HTRA1 inhibitor: blocks human HTRA1 serine peptidase. Q92743. recombinant HTRA1, FP-rhodamine activity-based probe, fluorescence polarization. inhibition, % at 5.96 µM. actives 0.5% (n = 340,000). AID 504803; in the data active = inhibition above about 36%;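 also: 0% = enzyme with DMSO and 100% = wells lacking enzyme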
# TDP2 inh: TDP2 (human) inhibition, absorbance primary screen | O95551 | recombinant TDP2, T5PNP hydrolysis, p-nitrophenol absorbance 415 nm | inhibition, % at 12.8 µM | actives 0.34% (n = 370,000) | AID 720702;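 active = inhibition above the mean of all tested compounds plus 3 SD, set per campaign, cut at about 25% in these data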;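 also: 0% = DMSO with enzyme and 100% = buffer with substrate but no TDP2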
# Target sequence (O95551 whole entry, looked up): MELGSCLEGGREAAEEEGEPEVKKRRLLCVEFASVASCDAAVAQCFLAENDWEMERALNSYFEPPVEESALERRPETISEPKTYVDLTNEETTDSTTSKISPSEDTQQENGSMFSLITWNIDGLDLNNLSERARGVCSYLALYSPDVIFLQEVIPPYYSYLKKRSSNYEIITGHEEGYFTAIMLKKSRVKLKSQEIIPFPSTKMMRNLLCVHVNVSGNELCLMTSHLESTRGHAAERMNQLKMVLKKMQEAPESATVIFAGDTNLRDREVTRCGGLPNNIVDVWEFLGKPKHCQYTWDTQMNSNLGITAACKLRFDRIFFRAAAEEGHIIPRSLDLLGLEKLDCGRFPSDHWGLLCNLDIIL
#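 System – recombinant human TDP2 · Amount – 120 nM TDP2 per well · Buffer or medium – Mg2+-containing Tris-HCl buffer, pH 7.5 · Reagent – T5PNP substrate, 5 mM · Dosing – 12.8 µM single point, 1% DMSO · Incubation – 2 h at 37 °C · Measured by – epi absorbance · Read-out basis – percent inhibition · Benchmarks – high control without enzyme, low control DMSO plus TDP2 · Repeats – singlicate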
# mABHD4 FP: inhibits mouse alpha/beta hydrolase domain 4; purified mABHD4, FP-Rh probe fluorescence polarization; inhibition, % at 8.92 µM; actives 0.54% (n = 370,000); AID 720543;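 active = inhibition exceeding the mean over every tested compound plus 3 SD, cut at about 30% in these data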;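 also: 0% = plate median of compound wells and 100% = S159A mutant with DMSO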
#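 Assay system: mouse ABHD4 enzyme, wild type / Also added: fluorescent activity-based probe FP-Rh / Doses: single nominal dose of 8.92 µM, 0.89% DMSO final / Timing: 45 min compound pre-incubation plus 60 min probe step, 25 °C / Signal: FP readout, ex 525 nm / em 598 nm / Control set: S159A mutant/DMSO as 100%, compound-well median as 0%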
# rCAG binder: binds r(CAG) RNA repeats; r(CAG) RNA repeat, TO-PRO-1 dye displacement fluorescence; inhibition, % at 3 µM; actives 1.3% (n = 370,000);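 active = inhibition above the plate cutoff, the mean of all test compounds on that plate plus 3 SD, cut at about 35% in these data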;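 also: 0% = DMSO alone and 100% = 100 µM mitoxantrone as full dye displacement; higher means more dye released from RNA so lower well fluorescence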
# SIAE inh: blocks human sialic acid acetylesterase; Q9HAT2; SIAE FP-Rh probe binding, fluorescence polarization; inhibition, % at 9.66 µM; actives 0.69% (n = 370,000);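 active = inhibition above a cutoff: mean of compounds within the control limits plus 3 SD of those, cut at about 17% in these data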;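 also: 0% = plate median of compound wells and 100% = probe without SIAE protein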
# Rev-erbA mod: Rev-erb alpha (human) modulation. P20393. activity, % at 10 µM. actives 0.79% (n = 370,000). Rev-erbα–FITC-DNA binding, fluorescence polarization, 90 min;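 active = activity above about 14%, limit read from the data; passing the limit was not always enough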;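 also: 0% = DMSO wells with 35 nM protein and 100% = DMSO wells with 750 nM protein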
# LEDGF integ inh: blocks HIV-1 LEDGF/p75-dependent DNA integration; TR-FRET IN-LEDGF/p75 DNA integration, Eu/Cy5; inhibition, % at 3.7 µM; actives 0.64% (n = 370,000);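 active = inhibition above the screen-wide mean plus 3 SD, cut at about 13% in these data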;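 also: signal is the Cy5 over europium emission ratio at 671 and 618 nm; 0% = plate median of compound wells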
# TCR-CD3 inh: inhibitors of human TCR-CD3 interaction. TAMRA-labeled TCR probe fluorescence, biochemical. inhibition, % at 9.4 µM. actives 0.37% (n = 360,000). AID 651800; in the data active = inhibition above about 19%;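 also: recombinant mutant TCR 2C K166C tagged with TAMRA read by polarization; 0% = receptor in buffer alone and 100% = receptor with positive control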
# PG9 Ab binder: binds the HIV-1 gp120 antibody PG9; actives 0.43% (n = 360,000); inhibition, % at 6.7 µM; TR-FRET gp120-PG9 antibody binding; in the data active = inhibition above about 8.5%
# The depositor's hits bear a star; . = no result given; & = joins results of further samples.
# Screens by letter: A = PRMT1 FP inh; B = HTRA1 inhibitor; C = TDP2 inh; D = mABHD4 FP; E = rCAG binder; F = SIAE inh; G = Rev-erbA mod; H = LEDGF integ inh; I = TCR-CD3 inh; J = PG9 Ab binder
Cc1noc(C)c1NC(=O)N(C)C[C@H]1Oc2ccc(NS(=O)(=O)c3cccs3)cc2C(=O)N([C@H](C)CO)C[C@@H]1C
  A = 2	B = 7	C = 2	D = -1	E = 2	F = -5	G = -4	H = 1	I = 1	J = 0.8
COc1ccc(NC(=S)N2CCN(Cc3ccccc3)CC2)cc1
  A = -2	B = -1	C = 4	D = 4	E = -5	F = 4	G = 4	H = 5	I = 12	J = -2.1
O=C(Cc1ccccc1)O/N=C1\CCCc2ccccc21
  A = -4	B = 2	C = -22	D = -3	E = 2	F = -11	G = 0	H = 4	I = 4	J = 1.4
O=C(c1cccs1)N1CCN(C2CCN(Cc3ccccc3)CC2)CC1
  A = 1	B = 3	C = -3	D = 5	E = -2	F = -3	G = -3	H = 1	I = 6	J = -1.5
CC1CC1C(=O)N1CCC(Oc2cccnc2)CC1 (configuration not stated)
  A = -4	B = .	C = 14	D = 1	E = -1	F = 0	G = 3	H = 0	I = .	J = .
Cn1nc(-c2ccc(NCCO)c([N+](=O)[O-])c2)c2ccccc2c1=O
  A = 1	B = 0	C = -5	D = 2	E = -1	F = 5	G = 6	H = -1	I = 0	J = 3.6
CCOc1cccc(=O)c2c(C)n(CC(=O)c3ccccc3)c(C)c12
  A = 5	B = 21	C = 13	D = 11	E = 14	F = 8	G = 0	H = 8	I = 3	J = 0.9
COC(=O)c1nn2c(C(F)(F)F)cc(-c3ccc(Br)o3)nc2c1Br
  A = 30*	B = 6	C = 3	D = 5	E = 27	F = -5	G = -3	H = 3	I = -6	J = -1.0
CCN(C(=O)COC(=O)CCOc1cc(C)ccc1C)c1c(N)n(Cc2ccccc2)c(=O)[nH]c1=O
  A = -1	B = -3	C = 10	D = 1	E = -2	F = 4	G = 7	H = -1	I = 5	J = -0.8
COC(=O)[C@]12CCCCC=C1N(Cc1ccc(Cl)cc1Cl)C(=O)[C@H](CC(=O)N1CCCC1)C2
  A = -4	B = .	C = 2	D = 6	E = 4	F = 5	G = -2	H = 3	I = 5	J = 3.1
COc1ccc(-c2coc3c(C(=O)NCc4cccc(Cl)c4)cccc23)c(C)c1
  A = 1	B = .	C = 9	D = -26	E = 6	F = 6	G = -3	H = 0	I = -1	J = -2.5
COc1ccc(S(=O)(=O)N2CCCCC2)cc1NC(=O)c1cc(C)on1
  A = 1	B = -2	C = 7	D = 0	E = 0	F = -2	G = -1	H = -4	I = 3	J = 1.8
CC(C)OCC(O)CN (configuration not stated)
  A = 0	B = 0	C = 8	D = 1	E = 1	F = 1	G = 4	H = 1	I = 6	J = -0.7
O=C(COc1cccc(Br)c1)Nc1ccc(Cl)c(S(=O)(=O)N2CCOCC2)c1
  A = -4	B = -46	C = 8	D = -29	E = 5	F = -39	G = -2	H = 5	I = 2	J = 0.3
C=CCNC1CCC12CCC(c1ccccc1)CC2 (configuration not stated)
  A = 3	B = .	C = -1	D = 3	E = .	F = -9	G = 3	H = 0	I = .	J = .
O=C(C(c1ccccc1)c1ccccc1)N1CCN(Cc2ccccn2)CC1
  A = 6	B = -6	C = -4	D = 3	E = -2	F = 1	G = -4	H = 2	I = -8	J = 1.0
COc1cc(/C=N\NC(=O)CC(=O)NCCc2ccccc2)ccc1O
  A = 2	B = 6	C = 3	D = -4	E = -2	F = 1	G = -5	H = 2	I = -3	J = -1.4
CCOC(=O)c1ccc2nc3c(cc2c1)CCS3
  A = 1	B = -1	C = -3	D = 0	E = 0	F = 3	G = 5	H = -2	I = -2	J = -2.4
O=C(NOCc1ccccc1)c1ccccc1
  A = -3	B = 7&-7	C = 2	D = 3	E = -2	F = 0	G = -6	H = 0	I = 6	J = -1.6
COc1ccccc1OC(C)C(=O)N1CCC(Cc2ccccc2)CC1 (configuration not stated)
  A = -1	B = 7	C = 0	D = -6	E = -5	F = 1	G = 9	H = -2	I = -3	J = -1.9
C/C(=N\NC(=O)C(=O)Nc1cccc(Cl)c1)c1ccncc1
  A = -1	B = 4	C = -12	D = 8	E = -2	F = 2	G = 0	H = -2	I = 4	J = -1.1
COc1ccc(C2CC(c3ccccc3)=NN2C(=O)COC(=O)c2ccc(Cl)nc2)cc1 (configuration not stated)
  A = -6	B = -13	C = 2	D = -11	E = 3	F = -14	G = 3	H = 0	I = 8	J = 0.2
Cc1occc1C(=O)N1CCN(c2ccc(Cl)c(Cl)c2)CC1
  A = 4	B = -5	C = 5	D = -1	E = -3	F = -2	G = 1	H = -1	I = -2	J = 0.9
O=C(C1=C(O)C(=O)N(CCc2ccccc2)C1c1cccs1)c1ccco1 (configuration not stated)
  A = 2	B = 1	C = 18	D = 35*	E = 9	F = -3	G = -2	H = -2	I = 0	J = 2.7
Cc1cc(C)nc(NC(=O)Cc2cccs2)n1
  A = -1	B = 3	C = 8	D = 0	E = 3	F = -4	G = -1	H = 3	I = -2	J = -0.4

# A different layout for some results above.
# Each structure is followed by: PRMT1 FP inh, HTRA1 inhibitor, TDP2 inh, mABHD4 FP, rCAG binder, SIAE inh, Rev-erbA mod, LEDGF integ inh, TCR-CD3 inh, PG9 Ab binder
O=C(COc1cccc(Br)c1)Nc1ccc(Cl)c(S(=O)(=O)N2CCOCC2)c1
 : -4, -46, 8, -29, 5, -39, -2, 5, 2, 0.3
C=CCNC1CCC12CCC(c1ccccc1)CC2 (configuration not stated)
 : 3, ., -1, 3, ., -9, 3, 0, ., .
O=C(C(c1ccccc1)c1ccccc1)N1CCN(Cc2ccccn2)CC1
 : 6, -6, -4, 3, -2, 1, -4, 2, -8, 1.0
COc1cc(/C=N\NC(=O)CC(=O)NCCc2ccccc2)ccc1O
 : 2, 6, 3, -4, -2, 1, -5, 2, -3, -1.4
CCOC(=O)c1ccc2nc3c(cc2c1)CCS3
 : 1, -1, -3, 0, 0, 3, 5, -2, -2, -2.4
O=C(NOCc1ccccc1)c1ccccc1
 : -3, 7&-7, 2, 3, -2, 0, -6, 0, 6, -1.6
COc1ccccc1OC(C)C(=O)N1CCC(Cc2ccccc2)CC1 (configuration not stated)
 : -1, 7, 0, -6, -5, 1, 9, -2, -3, -1.9
C/C(=N\NC(=O)C(=O)Nc1cccc(Cl)c1)c1ccncc1
 : -1, 4, -12, 8, -2, 2, 0, -2, 4, -1.1
COc1ccc(C2CC(c3ccccc3)=NN2C(=O)COC(=O)c2ccc(Cl)nc2)cc1 (configuration not stated)
 : -6, -13, 2, -11, 3, -14, 3, 0, 8, 0.2
Cc1occc1C(=O)N1CCN(c2ccc(Cl)c(Cl)c2)CC1
 : 4, -5, 5, -1, -3, -2, 1, -1, -2, 0.9
O=C(C1=C(O)C(=O)N(CCc2ccccc2)C1c1cccs1)c1ccco1 (configuration not stated)
 : 2, 1, 18, 35*, 9, -3, -2, -2, 0, 2.7

# Continued.
# Screens by letter: A = PRMT1 FP inh; B = HTRA1 inhibitor; C = TDP2 inh; D = mABHD4 FP; E = rCAG binder; F = SIAE inh; G = Rev-erbA mod; H = LEDGF integ inh; I = TCR-CD3 inh; J = PG9 Ab binder
CSc1ccc(CCNC(=O)CCc2nnc3ccc(N4CCC5(CC4)OCCO5)nn23)cc1
  A = 2	B = -5	C = 14	D = 3	E = -5	F = 9	G = -2	H = 2	I = -7	J = 0.6
O=C(O)C(Cc1ccc(O)cc1)N1C(=O)c2ccccc2C1=O (configuration not stated)
  A = -2	B = -7	C = 4	D = 1	E = 0	F = 1	G = 3	H = 0	I = 4	J = -0.9
O=C(NC1CCCCC1)c1ccccc1NC(=S)NC(=O)C1CCC1
  A = 1	B = -2	C = 6	D = 3	E = -1	F = -3	G = -4	H = -1	I = 3	J = 0.0
COc1ccc(NC(=O)C2(C)Cc3c(-c4ccc(N(C)C)cc4)ccnc3O2)cn1 (configuration not stated)
  A = 0	B = .	C = 5	D = 4	E = 4	F = 3	G = -4	H = -3	I = 2	J = -0.4
CCOC(=O)c1cnc2ccc(Cl)cc2c1NCCN(C)C
  A = 3	B = 5	C = 10	D = -2	E = -9	F = -4	G = 5	H = -3	I = -6	J = 2.4
O=C(O)CCN1CC2([N+](=O)[O-])CC=C(OCCO)C([N+](=O)[O-])(C1)C2 (configuration not stated)
  A = 1	B = -5	C = 7	D = -5	E = -1	F = -1	G = 4	H = -6	I = -3	J = -0.1
O=C(Nc1ccccc1)c1cc2n(n1)C(C(F)(F)F)CC(C1CC1)N2 (configuration not stated)
  A = -3	B = 12	C = 6	D = -3	E = 2	F = 2	G = -2	H = 3	I = 2	J = -1.2
Cn1c(=O)c(=O)n(C)c2cc(S(=O)(=O)N3CCN(Cc4ccc5c(c4)OCO5)CC3)ccc21
  A = 0	B = .	C = -9	D = 2	E = 9	F = 3	G = -6	H = 6	I = .	J = .
Nn1cc(-c2ccccc2)nc1SCC(=O)N1CCN(S(=O)(=O)c2ccc(Cl)cc2)CC1
  A = 5	B = -7	C = 5	D = -1	E = 3	F = 2	G = 1	H = -3	I = 9	J = 0.5
COc1cc(C(=O)NCc2cccs2)ccc1OCc1c(C)noc1C
  A = 0	B = -4	C = -10	D = 1	E = 0	F = -1	G = 1	H = 0	I = 0	J = -0.6
COCCn1c(SCc2c(F)cccc2Cl)nc2c1c(=O)[nH]c(=O)n2C
  A = 0	B = -2	C = -4	D = 2	E = -2	F = -7	G = 2	H = -1	I = 1	J = 0.3
c1ccc(CN2CCC(N3CCN(Cc4ccc5c(c4)OCO5)CC3)CC2)cc1
  A = -3	B = 9	C = -7	D = -1	E = -12	F = 1	G = -5	H = -3	I = -1	J = -0.7
CCN(CC(=O)NC(c1ccccc1)c1ccccc1)Cc1nc2ccccc2c(=O)[nH]1
  A = 3	B = -27	C = -5	D = 3	E = 7	F = -2	G = 3	H = -2	I = 0	J = -0.2
CCCc1cc(=O)oc2cc(C)cc(OCC(=O)Nc3ccc(CN4CCOCC4)cc3)c12
  A = -5	B = -17	C = -3	D = -13	E = -1	F = -9	G = 2	H = 5	I = 3	J = -0.2
CC(C)C1N(c2ccccc2)C(N)=C(C#N)C1(C#N)C#N (configuration not stated)
  A = 0	B = -8	C = 10	D = 6	E = -2	F = 2	G = -6	H = -2	I = 1	J = 0.8

# This is a subset (hit frequency here may not be typical).
